Screens deposited in PubChem by Small Molecule Screening Facility, UW Madison.
SSB-PriA inh = inhibitors of Klebsiella pneumoniae PriA binding to SSB C-terminal tail, primary screen, biochemical, AlphaScreen | AlphaScreen SSBct-PriA binding, biotinylated peptide | inhibition, % at 33 µM | actives 0.6% (n = 430,000) | AID 1272365, 2023; in the data active = inhibition mostly above about 37%, no sharp cut-off; inactive = mostly below about 20%;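 note: plate controls were negative control peptide for no effect and reference peptide for full effect; strong numbers were not always called active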
* hit, by the source's call; & = joins results of further samples. A portion of the library (hit frequency here may not be typical).

SMILES	SSB-PriA inh
COc1ccc(-c2csc(CN3CCN(C(=O)COc4ccccc4F)CC3)n2)cc1	16
CCCCc1ccc(NC(=O)Nc2cn(C)c3ccccc23)cc1	-17&9
COC(=O)c1cc(OC)c(OC)cc1NC(=O)C1=Cc2cc(OC)ccc2OC=C1	1
Cc1cc(C(=O)Nc2nc(-c3ccccc3)c(C(=O)c3ccccc3)s2)nn1C	8
COc1ccc(NC(=O)CSC2=NC3(CCCCCC3)Nc3ccccc32)c(OC)c1	-14
Cc1ccn2c(C(=O)NN=Cc3cccs3)c(C)nc2c1	-15
O=C1C(F)=C(Cl)C(=O)C(Cl)=C1F	-8
CC1CCCC1CN (stereo not drawn)	-17
COc1ccc2nc(NC(N)=NS(C)(=O)=O)nc(C)c2c1	-3
O=C(NCc1ccc([C@@H](O)c2ccco2)s1)C(=O)Nc1ccon1	-1
O=C(NCc1ccc(C(=O)c2ccco2)s1)C(=O)Nc1cccc(N2CCCC2=O)c1	-7
CCOc1ccc(-c2noc(CSc3nc(CC)cc(=O)[nH]3)n2)cc1	-4
Cc1ccc(NC(=O)COc2ccc(C=NNC(=O)CSCc3ccccc3)cc2)cc1	3
O=C(Nc1nc2c(s1)CCC[C@H]2C(=O)NCc1nc(-c2ccccc2)no1)c1ccc(Cl)cc1	-14
CC1CCCC(C)N1N=Cc1cccc([N+](=O)[O-])c1 (stereo not drawn)	14
COc1ccc(-c2cc(C(=O)NN=C(C)c3cccnc3)c3ccccc3n2)cc1	-5
Cc1cc(C(=O)Nc2nnc(-c3ccccc3)o2)on1	2
Cn1cccc1[C@H](CNC(=O)COc1ccc(Cl)cc1Cl)N1CCc2ccccc2C1	0
Cc1c(N2C(=O)CSC2=NN=Cc2ccccc2O)c(=O)n(-c2ccccc2)n1C	-1
COc1ccccc1CNC(=O)C(=O)Nc1ccc(C)cc1[N+](=O)[O-]	12
Cc1ccc(C=NNC(=O)CSc2nnc(-c3ccc(Cl)cc3)n2-c2ccc(Cl)cc2)o1	3
CC1CCCC(C)N1N=Cc1ccccc1OC(F)F (stereo not drawn)	-13
CC1CCN(C(=O)Cc2cc(=O)[nH]c(SCc3ccccc3)n2)CC1	6
Cc1ccc(C)c(N2CCN(S(=O)(=O)c3ccsc3C(=O)NCc3ccco3)CC2)c1	-1
CCC(=O)N1CCN(CCn2ccnc2-c2ccccc2)CC1	-19
Cc1ccc(C)c(NC(=O)C(=O)NCC(c2cccn2C)N2CCc3ccccc3C2)c1 (stereo not drawn)	-9
CCOC(=O)c1ccc(NC(=O)CN2C(=O)CC(c3ccco3)Sc3ccccc32)cc1 (stereo not drawn)	-5
COC(=O)N1CCc2ccccc2C1C(=O)Nc1cccc(-c2csc(C)n2)c1 (stereo not drawn)	17
O=C(NCCn1ncc2c(N3CCCC3)ncnc21)C(=O)c1c[nH]c2ccccc12	-10
C=CC[n+]1c(NNC(=O)c2ccc(Br)cc2)sc(C)c1-c1ccc(OCC)cc1	27

Of the compounds above, 3 have fluorine:
SMILES	SSB-PriA inh
COc1ccc(-c2csc(CN3CCN(C(=O)COc4ccccc4F)CC3)n2)cc1	16
O=C1C(F)=C(Cl)C(=O)C(Cl)=C1F	-8
CC1CCCC(C)N1N=Cc1ccccc1OC(F)F (stereo not drawn)	-13

Additional results:
SMILES	SSB-PriA inh
O=C(Nc1cc(C(F)(F)F)cc(C(F)(F)F)c1)c1ccc(=O)n(Cc2cccc(Cl)c2)c1	1
O=S(=O)(Cc1ccc(C(F)(F)F)cc1)N(CCc1cccs1)C1CC1	-44
Cc1ccc(-c2ccc(OCC(=O)NC(C)(C)C)cc2)cc1	0
CC1CCCC(C)N1N=C/C=C/c1ccccc1[N+](=O)[O-] (stereo not drawn)	32
CC1CC(C)CN(S(=O)(=O)c2ccc(C(=O)Nc3nc(-c4ccccc4)c(-c4ccccc4)s3)cc2)C1 (stereo not drawn)	-6
NC(=NOC(=O)c1ccc2c(c1)OCO2)c1ccc(Br)cc1	-5
COc1cc(NC(=O)Cn2ccn(-c3ccc(OC)c(OC)c3)c(=O)c2=O)cc(OC)c1	-3
Cc1ccc(NC(=O)CN2C(=O)COc3ccccc32)cc1	11
CCOc1cc(C=NNC(=O)C(C)Sc2ccccn2)ccc1O (stereo not drawn)	-5
COc1ccc(NC(=O)c2cccc(Br)c2)cc1N1CCCCC1=O	-5&13
CCOC(=O)c1oc2ccccc2c1NC(=O)c1cc(-c2cccs2)nc2ccccc12	-11&-3
COCCCn1c(O)c(C=Nc2cc(OC)ccc2OC)c(C)c(C#N)c1=O	-3
CCOc1ccc(C=NNC(=O)C(=O)NCc2ccco2)cc1	-7
CC(C)(C)c1ccc(S(=O)(=O)NCC(=O)Nc2ccc3c(c2)OCCO3)cc1	-12
Cc1ccccc1OCC(=O)N1CCC(CN2CCN(C)C[C@@H]2C)CC1	-9
COc1ccc(NC(=O)c2scc(-c3ccccc3)c2-n2cccc2)c(OC)c1	-4
O=C(Nc1cccc(Br)c1)c1cccn(Cc2ccc(C(F)(F)F)cc2)c1=O	2
O=C(CCn1c(=O)sc2ccccc21)Nc1ccc(F)c([N+](=O)[O-])c1	2
Nc1nnnn1N=Cc1cc(Cl)ccc1O	-9
Cc1nn(C)cc1C(=O)NC(C)(C)C	-18
Cn1c(=O)n(CC(=O)NC2CCCCC2)c(=O)c2c(N3CCN(C(=O)C4CC4)CC3)ccnc21	-15
c1ccc(-c2ccc(OCC3CO3)cc2)cc1 (stereo not drawn)	-49
Cc1c(C(=O)Nc2cnn(CC3COc4ccccc4O3)c2)cnn1-c1ccccc1 (stereo not drawn)	1
O=C(c1cc(=O)c2ccccc2o1)N1CCN(Cc2nc(-c3ccc(F)cc3)cs2)CC1	-10
O=C(CSc1ncccn1)NN=Cc1cccc(OC2CSC2)c1	-13
CCSc1nc(-c2ccccc2)c(NC(=O)C2CC2)s1	-5
COc1cc(Cn2nc(-c3ccccc3)c3sc(N4CCOCC4)nc3c2=O)cc(OC)c1	-1
Cc1nnc(SCC(=O)c2ccc3c(c2)OCCO3)s1	-2
CSC1=NCCN1C(=O)c1cc2ccccc2o1	-8
CC(=O)Nc1ccc(C(=O)NCC#CCN(C)C)cc1	4
Cc1cc(O)c(C=NNc2ccc(Cl)cc2)c(=O)o1	-2
CCC(=O)NN=C(C)CC(=O)Nc1cccc([N+](=O)[O-])c1	-6
CC(C)c1ccc(NC(=O)Cn2ccn(-c3cccc(F)c3)c(=O)c2=O)cc1	-6
CCOc1ccc(-c2c(C(=O)NN=Cc3cccnc3)nnn2-c2nonc2N)cc1	1
COc1ccc(C=NNC(=O)CCn2cnc(-c3ccccc3)c2-c2ccccc2)cc1	32
CS(=O)(=O)NCCc1ccsc1	-18
COc1ccc(S(=O)(=O)NCC2CCN(Cc3ccco3)CC2)cc1	-6
Cc1n[nH]c(C)c1CCC(=O)NN=Cc1c(C)[nH]c2ccccc12	3
COC1CCN(c2ccc(C(=O)NCc3ccco3)cc2)C1 (stereo not drawn)	-9
Cc1ccc2nc3sc(Nc4ccc(Br)cc4)nn3c(=O)c2c1	0
Cc1nnc(NC(=O)c2coc(NC(=O)c3cnccn3)n2)s1	-6
O=C(Cc1ccccc1)NN=Cc1cc(Br)cs1	-3
CCOc1ccc(-c2ccc3nnc(SC)n3n2)cc1	-4
COc1cc(C(=O)NC(C)C)c(Br)c(OC)c1OC	12
O=C(CSc1nc2ccccc2n1Cc1ccccc1)NN=Cc1ccco1	-3
COC(=O)c1ccc2c(=O)n(CC(=O)NCc3ccc(OC)cc3)c(=S)[nH]c2c1	-17
Cc1ncn(CC(=O)NCCn2nc(-n3cncn3)ccc2=O)c(=O)c1C	8
CC(=NN(C)C)c1ccc(OCCOc2ccc([N+](=O)[O-])cc2)cc1	14
CC(C)N1CCC(CNC(=O)c2ccco2)CC1	12
CC1CC(C)CN(S(=O)(=O)c2c(Cl)cccc2Cl)C1 (stereo not drawn)	-34
COc1cc(NC(=O)N2CCN(c3ccc(-c4ccco4)nn3)CC2)cc(OC)c1OC	-5
COc1ccc(NC(=O)CSc2ccc(NC(=O)c3cccc(F)c3)nn2)cc1	-1
COc1cccc(C(=O)CSc2ccc(NC(=O)c3ccco3)nn2)c1	-10
CC(=NNC(=O)c1nc2ccccn2c1C)c1ccc2c(c1)OCO2	-3
CCCCCC(=O)NNC(=S)NCC(Cl)Cc1cccc(C(F)(F)F)c1 (stereo not drawn)	14
CCOc1cccc2sc(NC(=O)Cc3ccc(Cl)cc3)nc12	-7
COC(=O)NN=Cc1ccc(C=NNC(=O)OC)cc1	-11
Cn1c(=O)oc2ccc(S(=O)(=O)NCC(O)(c3ccccc3)C(F)(F)F)cc21 (stereo not drawn)	2
CCn1c(SCC(=O)NN=Cc2ccc(C)s2)nc2ccccc21	2
COc1ccc(C)c2sc(NC(=O)CCCS(=O)(=O)c3ccccc3)nc12	-5

Carrying on:
SMILES	SSB-PriA inh
Cc1nc2cc(NS(=O)(=O)c3ccc(C(C)(C)C)cc3)ccc2s1	-9&7
CC(c1ccco1)N(C(=O)c1cc([N+](=O)[O-])cc([N+](=O)[O-])c1)c1ccccn1 (stereo not drawn)	1
COc1ccc(CCNC(=O)NCCCn2ccnc2-c2ccccc2)cc1	0
CN(C)c1ccc(CCNC(=O)C23CC4CC(CC(C4)C2)C3)cc1	9
O=C(NC(c1ccccc1)c1ccccc1)N(CC(F)(F)F)C1CCOCC1	-11
COc1ccc(C)c2sc(N(Cc3ccco3)C(=O)CCCS(=O)(=O)Cc3ccccc3)nc12	0
O=C(O)CCSc1ccc(Cl)cc1	-14
Cc1onc(-c2ccccc2Cl)c1C(=O)NCCn1ccc(C(F)(F)F)n1	-20
O=C(CCCS(=O)(=O)c1ccc(Cl)cc1)Nc1nc(-c2ccc([N+](=O)[O-])cc2)cs1	-4
Cc1cc(C)c(S(=O)(=O)NCCc2sc(-c3cccnc3)nc2C)cc1C	-10
CCOC(=O)CCNC(=O)N1CCC(n2c(=O)[nH]c3ccc(F)cc3c2=O)CC1	-14
CC(CCC1CC(C)OC1=O)=NNC(N)=O (stereo not drawn)	-5
O=C(COc1ccccc1F)N1CCN(Cc2nc3ccccc3n2Cc2ccccc2)CC1	-11&10
Cc1cccc(N/N=C(\C#N)c2nc(-c3ccc(F)cc3)cs2)c1C	21
COC(=O)C1=C(C)N(CCC2=CCCCC2)C(=O)/C1=C\c1cccs1	22
CN(C)c1ccnc(CNC(=O)Nc2cccc(F)c2)n1	0
CCc1ccc(S(=O)(=O)Nc2ccc([N+](=O)[O-])c3ccccc23)cc1	18
Cc1cc(C)c2c(n1)sc1c(=O)n(CC(=O)Nc3cccc(C(F)(F)F)c3)cnc12	-11
Cc1ccc(S(=O)(=O)N2CCN(C(=S)Nc3ccccc3)CC2)cc1	-17
CCN1C(=O)c2cccc3c(NC(=O)Nc4cccc(Cl)c4)ccc1c23	-16
CN(C)c1ccc(C2=NN(S(C)(=O)=O)[C@H](c3ccc(Cl)cc3)C2)cc1	7
CCOC(=O)Cc1csc(N=Cc2c(O)n(-c3ccccc3C(F)(F)F)c(=O)c3ccccc23)n1	5
CCOc1ccc(-c2cc(=O)n(CC(=O)OC)cn2)cc1	2
O=C(c1ccc(OC(F)(F)F)cc1)N1CCCSCC1CN1CCOCC1 (stereo not drawn)	-7
Cc1cc(OCC(=O)N2CCN(c3ccc(-n4cncn4)nn3)CC2)cc(C)c1Cl	-14
O=C(Nc1nnc(C2CCCO2)o1)c1nc2ccccc2s1 (stereo not drawn)	-7
CCCOc1ccc(-c2csc(NC(=O)c3cccc4ccccc34)n2)cc1	-5
COc1ccc(-c2noc(-c3ccc(=O)n(CC(=O)Nc4cc(Cl)c(OC)cc4OC)c3)n2)cc1	-12
O=C(NCC1CCN(S(=O)(=O)c2cccnc2)CC1)C(=O)NC[C@H]1CCCO1	-10
O=c1cnnc(N2CCc3ccccc3C2)[nH]1	-16
Cc1onc(-c2ccccc2Cl)c1C(=O)Nc1nnc(-c2cc(Cl)sc2Cl)o1	-5&5
Cc1cc(C)c(S(=O)(=O)NCCC(O)C2CC2)cc1C (stereo not drawn)	2
CN(Cc1ccccc1)S(=O)(=O)c1ccc(C(=O)Nc2nccs2)cc1	-2
COc1cccc(C=NNC(=O)C(=O)N2CCCC2)c1O	29
O=C(NNC(=S)NC(=O)c1cccs1)c1ccncc1	-18
O=C(c1ccccc1)c1cc(Br)ccc1NC(=O)c1c(F)cccc1F	3
COc1ccc(C2=NN(C(=O)CSc3nc4c(c(=O)n3-c3ccccc3)SCC4)C(c3ccc(F)cc3)C2)cc1 (stereo not drawn)	-6&-4
Cc1cc(C)c(NC(=O)C[C@H]2CCCCN2S(=O)(=O)c2ccc(F)cc2)c(C)c1	-14
O=c1cc(C2CCCC2)ncn1CCNS(=O)(=O)C1CC1	3

Grouped by structure: the compounds so far containing an aryl thioether with sulfur outside any ring (14)
SMILES	SSB-PriA inh
CCOc1ccc(-c2noc(CSc3nc(CC)cc(=O)[nH]3)n2)cc1	-4
Cc1ccc(C=NNC(=O)CSc2nnc(-c3ccc(Cl)cc3)n2-c2ccc(Cl)cc2)o1	3
CC1CCN(C(=O)Cc2cc(=O)[nH]c(SCc3ccccc3)n2)CC1	6
CCOc1cc(C=NNC(=O)C(C)Sc2ccccn2)ccc1O (stereo not drawn)	-5
O=C(CSc1ncccn1)NN=Cc1cccc(OC2CSC2)c1	-13
CCSc1nc(-c2ccccc2)c(NC(=O)C2CC2)s1	-5
Cc1nnc(SCC(=O)c2ccc3c(c2)OCCO3)s1	-2
CCOc1ccc(-c2ccc3nnc(SC)n3n2)cc1	-4
O=C(CSc1nc2ccccc2n1Cc1ccccc1)NN=Cc1ccco1	-3
COc1ccc(NC(=O)CSc2ccc(NC(=O)c3cccc(F)c3)nn2)cc1	-1
COc1cccc(C(=O)CSc2ccc(NC(=O)c3ccco3)nn2)c1	-10
CCn1c(SCC(=O)NN=Cc2ccc(C)s2)nc2ccccc21	2
O=C(O)CCSc1ccc(Cl)cc1	-14
COc1ccc(C2=NN(C(=O)CSc3nc4c(c(=O)n3-c3ccccc3)SCC4)C(c3ccc(F)cc3)C2)cc1 (stereo not drawn)	-6&-4
